Screening results: PubChem BioAssay, several laboratories
Anthrax LF prot – blocks Bacillus anthracis lethal factor protease; P15917; actives 0.12% (n = 360,000); multiplex microsphere protease cleavage assay, LF; inhibition, % at 10 µM; also: plate controls were buffer without enzyme for full effect and enzyme alone for no effect
BioA inh – BioA (M. tuberculosis) enzyme inhibition. inhibition, % at 9.99 µM. actives 0.096% (n = 360,000). purified M. tuberculosis BioA enzyme, plate reader. AID 602481; in the data active = inhibition above about 40%; inconclusive = no clear call, values can overlap the other calls
BoNT F protease – inhibitors of Botulinum neurotoxin F light chain protease | inhibition, % at 10 µM | AID 588497 | Multiplex microsphere protease cleavage assay, flow cytometry | actives 0.22% (n = 360,000); in the data active = inhibition above about 35%, passing the limit was not always enough; inconclusive = no clear call, values can overlap the other calls; also: plate controls were buffer without enzyme for full effect and enzyme alone for no effect
PfHsp40 yeast – restores yeast growth despite PfHsp40 toxicity; S. cerevisiae expressing PfHsp40, growth rescue, ATP luminescence; growth rescue, % at 12.5 µM; actives 0.68% (n = 340,000); AID 504582; in the data active = growth rescue above about 28%, passing the limit was not always enough; inconclusive = no clear call, values can overlap the other calls;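 also: yeast W303a lacking pdr1 and pdr3 grown in galactose medium; growth measured after three days at 30 °C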
BoNT-A LC inh2 – blocks Botulinum neurotoxin A light chain protease; multiplex microsphere protease substrate cleavage, flow cytometry; inhibition, % at 10 µM; actives 0.17% (n = 360,000); AID 588499; also: plate controls were buffer without enzyme for full effect and enzyme alone for no effect
Mtb UGM inh – blocks M. tuberculosis UGM enzyme; AID 504406; purified UGM, fluorescence polarization probe displacement; inhibition, % at 10 µM; actives 0.06% (n = 320,000); in the data active = inhibition above about 10%, passing the limit was not always enough; inconclusive = no clear call, values can overlap the other calls
Target sequence (P9WIQ1 whole entry, looked up): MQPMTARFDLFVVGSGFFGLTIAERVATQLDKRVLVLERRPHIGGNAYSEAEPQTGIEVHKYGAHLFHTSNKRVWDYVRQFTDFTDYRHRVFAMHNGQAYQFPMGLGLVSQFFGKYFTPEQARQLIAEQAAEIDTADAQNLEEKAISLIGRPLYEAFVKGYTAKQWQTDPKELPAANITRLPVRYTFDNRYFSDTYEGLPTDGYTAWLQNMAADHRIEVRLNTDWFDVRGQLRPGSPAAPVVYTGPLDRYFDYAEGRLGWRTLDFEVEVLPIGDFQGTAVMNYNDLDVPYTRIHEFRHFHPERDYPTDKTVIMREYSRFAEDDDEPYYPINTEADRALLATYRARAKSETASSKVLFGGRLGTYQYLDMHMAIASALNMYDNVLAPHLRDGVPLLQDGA
FadD28 FP inh – M. tuberculosis FadD28 bisubstrate binding inhibition. FadD28 bisubstrate probe binding, fluorescence polarization. inhibition, % at 12.5 µM. actives 0.22% (n = 360,000). AID 588549; in the data active = inhibition above about 8.5%, passing the limit was not always enough; inconclusive = no clear call, values can overlap the other calls
Mtb FBA inh – Mtb fructose-bisphosphate aldolase inhibition; P9WQA3; purified M. tuberculosis FBA, fluorescence read-out; inhibition, % at 1 µM; actives 2.3% (n = 360,000); AID 588726; in the data active = inhibition above about 27%;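 also: 0% = vehicle and 100% = reference inhibitor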
Target sequence (P9WQA3 whole entry, looked up): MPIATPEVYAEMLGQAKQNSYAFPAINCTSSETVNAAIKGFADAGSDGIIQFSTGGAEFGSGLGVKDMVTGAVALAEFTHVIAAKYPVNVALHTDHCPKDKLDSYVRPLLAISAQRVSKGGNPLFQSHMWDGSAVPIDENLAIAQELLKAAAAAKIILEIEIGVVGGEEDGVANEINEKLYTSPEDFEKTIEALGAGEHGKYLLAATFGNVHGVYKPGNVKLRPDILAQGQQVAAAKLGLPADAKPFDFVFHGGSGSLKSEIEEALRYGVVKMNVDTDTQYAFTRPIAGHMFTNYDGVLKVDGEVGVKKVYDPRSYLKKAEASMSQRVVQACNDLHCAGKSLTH
GDH-TPI counter – GDH-TPI coupled enzyme inhibition counter-screen | inhibition, % at 4.8 µM | GDH-TPI coupled enzyme counterscreen, NADH absorbance | actives 1.2% (n = 360,000); in the data active = inhibition above about 30%;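 also: 0% = DMSO wells and 100% = wells lacking the enzyme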
The depositor's hits bear a star; ? = inconclusive; · = not tested or not shown; + = active, no number. Rule as the data show it, unless noted: active = inhibition above about 30%; inconclusive = no clear call, values can overlap the other calls; inactive = below that.

Values in the order – Anthrax LF prot | BioA inh | BoNT F protease | PfHsp40 yeast | BoNT-A LC inh2 | Mtb UGM inh | FadD28 FP inh | Mtb FBA inh | GDH-TPI counter
CC(C)c1ccc(N2C(=O)/C(=C/N(C)C)SC2=S)cc1
 : 0 | · | -5 | 0.8 | 2.5 | -2.1 | -2.2 | 0 | 3
Cc1cccc(NC(=S)NCc2ccccc2)c1C
 : 3 | -0.1 | -13 | 2.2 | 4.8 | -0.2 | -2.2 | 5 | 3
COc1ccc(C(CC(=O)N2CCOCC2)c2c(OC)cc(OC)c3c(-c4ccccc4)cc(=O)oc23)cc1 (configuration not stated)
 : -4 | -1.4 | 2 | 5.0 | -0.3 | -3.5 | -1.6 | 1 | 7
COCC(O)Cn1ccnc1[N+](=O)[O-] (configuration not stated)
 : -4 | 0.2 | 5 | · | -0.3 | · | -1.9 | -2 | 15
COc1ncccc1-c1cc2nc(NCCNC(C)=O)n(C)c(=O)c2s1
 : -5 | 0.7 | 6 | · | 0.1 | · | -3.7 | 7 | 29
COc1ccc(CN2CCN(Cc3ccccc3)CC2)c(OC)c1
 : -5 | -0.9 | -1 | -1.4 | 1.3 | -0.6 | -1.6 | 1 | 17
CCc1ccccc1NC(=O)NC1CCCCCCC1
 : -1 | -0.2 | 5 | -0.9 | 1.2 | -2.1 | -3.6 | 0 | -6
COC(=O)c1ccc(OCCn2cnc3ccccc3c2=O)cc1
 : -1 | -1.3 | -1 | -1.7 | -0.7 | -2.6 | -4.2 | -1 | -9
Cc1ccc(C2=CC(=O)C[C@H](c3ccc(Cl)cc3)C2)cc1
 : -2 | 1.3 | -2 | 8.2 | -0.6 | -2.9 | -1.9 | 1 | 5
COc1cc(CNC2CCCCCCC2)cc(Cl)c1OCC(N)=O
 : -4 | -0.1 | 25 | 1.2 | -0.6 | 0.3 | -0.1 | 3 | 7
Cc1cc(C(=O)N(C)Cc2ccc(Br)cc2)no1
 : -4 | 1.9 | -8 | 0.1 | -2.3 | 3.7 | -1.2 | 1 | 2
CCOc1cc(N2CCOCC2)c(OCC)cc1NC(=O)CSc1nc(N)cc(=O)[nH]1
 : · | -0.5 | · | -0.8 | · | 1.5 | -3.5 | 1 | 4
CC1CCCCC1NC(=O)COC(=O)c1ccc(N(C)C)cc1 (configuration not stated)
 : 3 | -1.1 | ? | -1.0 | 2.3 | 3.2 | -4.4 | -16 | 4
Cc1ccc(-c2csc(N3CCN(c4cc5c(cc4Cl)nc(C)n5CCN4CCCCC4)CC3)n2)cc1
 : 0 | -1.8 | -22 | -0.3 | -0.5 | 0.4 | -2.9 | 0 | -6
CCCn1c(C)cc(C(=O)COc2ccc(S(=O)(=O)N(CC)CC)cc2[N+](=O)[O-])c1C
 : -9 | -1.0 | -12 | 0.7 | -1.6 | 1.7 | -1.5 | -3 | 8
Cc1cc(=O)oc2c(C)c(OCC(=O)NC3CCN(Cc4ccccc4)CC3)ccc12
 : 1 | 1.0 | 4 | 2.2 | 0.6 | 1.0 | -3.0 | 20 | 7
O=C(CN1CCc2cc3c(cc2C1)OCCCO3)Nc1cccc([N+](=O)[O-])c1
 : -2 | · | -1 | -1.0 | 1.0 | 3.5 | -0.3 | 3 | 10
O=C(COC(=O)Cc1c[nH]c2ccccc12)Nc1ccccc1C(F)(F)F
 : -15 | 0.3 | -14 | 0.9 | -4.8 | 4.8 | · | 1 | -8
O=c1[nH]c(SCc2ccccc2[N+](=O)[O-])nc2nc[nH]c12
 : -14 | -0.2 | ? | 1.5 | -2.9 | 6.1 | -4.5 | -1 | 9
Cc1ccc(C2NC(=S)N3C(c4ccc(C)cc4)NC(=S)N23)cc1 (configuration not stated)
 : -8 | -0.3 | -1 | · | 0.3 | · | -1.0 | 2 | 0
CCc1nnc(SCC(=O)Nc2ccc(F)cc2)o1
 : -1 | -1.4 | -3 | -1.0 | -0.5 | -0.1 | -0.1 | 1 | -1
O=C(COC(=O)/C=C/c1ccccc1)NC(=O)NC1CCCCC1
 : 6 | 1.3 | -10 | -0.6 | -0.7 | -3.3 | -1.9 | -1 | 0
CCOc1ccc(NC(=O)COc2coc(CN3CCc4ccccc4C3)cc2=O)cc1
 : -2 | -1.2 | -1 | -0.8 | 1.3 | 3.1 | -1.5 | 2 | 1
CC(C)C(=O)Nc1ccc(NC(=O)CCc2ccccc2)cn1
 : -5 | · | -8 | 2.2 | -1.7 | -0.9 | 0.5 | 1 | -12
c1ccc2oc(NC3=NCN(CC4CCCO4)CN3)nc2c1 (configuration not stated)
 : 0 | -0.6 | -7 | 3.6 | 0.7 | 1.8 | -4.6 | -3 | -10
C=C[C@@H]1c2ccccc2N(S(=O)(=O)c2ccc(C)cc2)[C@H](c2ccc(C(F)(F)F)cc2)C1(C#N)C#N
 : 2 | -1.7 | -8 | 0.0 | -0.6 | 2.3 | 0.6 | 0 | 9
COc1ccccc1CNC(=O)[C@H](C)N1C(=O)N2CCc3c([nH]c4ccccc34)[C@@]2(C)C1=O
 : -3 | 2.6 | 10 | 0.2 | 0.1 | 2.1 | -2.5 | 1 | 11
O=C(CSc1n[nH]c(-c2cccs2)n1)N1CCN(S(=O)(=O)c2ccc3ccccc3c2)CC1
 : -4 | -2.8 | -8 | 1.0 | -2.1 | -0.9 | -1.2 | 2 | 3
O=C(NCCc1ccccc1)c1ccc(NCC2CCCO2)c([N+](=O)[O-])c1 (configuration not stated)
 : -2 | · | 0 | 0.6 | 1.0 | 1.4 | -1.8 | -1 | -1
CC(C)C[C@@H](CO)N1CCN(CCc2ccccc2)CCC1=O
 : 5 | -3.9 | -7 | -0.8 | 0.3 | 1.2 | 0.8 | 4 | 5

Following part:
Values in the order – Anthrax LF prot | BioA inh | BoNT F protease | PfHsp40 yeast | BoNT-A LC inh2 | Mtb UGM inh | FadD28 FP inh | Mtb FBA inh | GDH-TPI counter
Cc1c(CNC(=O)c2cnn3c2NC(c2ccc(Br)cc2)CC3C(F)(F)F)cnn1C (configuration not stated)
 : -6 | 29 | -2 | 3.2 | 0.0 | -1.5 | -4.9 | 2 | -2
Cc1ccnc(NC(=O)C2CCCN(c3ncnc4c3nc3n4CCCCC3)C2)c1 (configuration not stated)
 : 1 | 1.0 | -3 | 0.2 | 0.8 | 5.6 | -0.6 | 5 | 4
CCOc1ccc(CNCc2ccc(C(=O)O)cc2)cc1OC
 : 0 | · | -1 | -1.6 | -1.5 | 4.5 | -3.4 | -1 | -1
COc1ccc(N(CC(=O)NCc2ccccc2)S(C)(=O)=O)cc1
 : -1 | · | -2 | -1.1 | -0.9 | -1.6 | 0.0 | -1 | 1
COc1ccc2cc3c(N)nn(C(=O)c4cccc([N+](=O)[O-])c4)c3nc2c1
 : -1 | · | -6 | -0.2 | -0.7 | -2.7 | -0.3 | -1 | 9
O=C(N/N=C/c1ccccc1)c1ccc(N2CCCC2=O)cc1
 : -10 | -1.8 | -8 | 0.0 | -0.5 | -0.1 | -0.7 | 1 | 8
CC(C)CCC(C(=O)O)C(C)CC(=O)Nc1ccn(-c2ccccc2)n1 (configuration not stated)
 : -5 | 2.1 | -2 | 0.2 | 0.7 | 5.0 | -1.0 | 1 | 2
CC(Sc1nc(N)cc(=O)[nH]1)C(=O)NNC(=O)c1cccc(Cl)c1 (configuration not stated)
 : 2 | 0.4 | -5 | -0.2 | 0.4 | 3.0 | -0.9 | 3 | -1
CCCN1C(=O)/C(=C\C=C2/C=CN(CC)c3ccccc32)SC1=S
 : 14 | 0.4 | -23 | 0.0 | 22 | 2.9 | -2.4 | -3 | -2
O=c1cnnc(SCCc2ccccc2)[nH]1
 : -1 | 1.2 | 3 | -0.7 | 0.9 | -1.0 | -5.1 | -5 | 3
CN(C(=O)c1ccc2c(c1)CCO2)C(C)(C)C
 : ? | -0.1 | 10 | · | 0.7 | -4.3 | -3.9 | -2 | -13
CN(c1ccccc1)S(=O)(=O)c1cc(C(=O)N2CCN(c3ncccn3)CC2)ccc1Cl
 : 2 | 0.9 | -5 | -0.8 | -5.3 | 0.7 | -1.3 | 6 | -2
Fc1ccccc1Nc1nc(NCc2ccco2)nc(N2CCOCC2)n1
 : -1 | · | -2 | -1.6 | 0.4 | -0.9 | -0.7 | 0 | 2
Cc1ccnc(NS(=O)(=O)c2ccc(NC(=O)c3oc4ccccc4c3C)cc2)n1
 : 0 | 3.4 | -6 | 0.2 | 0.8 | 0.5 | -8.1 | -2 | 7
Cc1ccc(C(=O)Nc2ccccc2N2CCCC2)cc1
 : -5 | 8.0 | -7 | 0.8 | -2.0 | -0.8 | -3.3 | -3 | -6
CC(=O)NC1=NN(C(C)=O)C(C)(c2ccc(C)cc2)S1 (configuration not stated)
 : -2 | 3.6 | -3 | 0.5 | -0.3 | 1.3 | -4.0 | 2 | -15
COc1ccc(S(=O)(=O)N[C@H](C(=O)O)C(C)C)cc1
 : 0 | 0.5 | -6 | 1.5 | -0.5 | 2.6 | -2.7 | 5 | 3
CCc1ccc(-n2c(SCC(=O)c3ccc4c(c3)NC(=O)CO4)nc3ccccc3c2=O)cc1
 : -1 | · | -6 | 0.0 | -0.2 | 2.9 | -2.5 | 0 | -4
Cc1ccc2nc3c(cc(C(=O)NCC4CCCO4)c(=N)n3CCCOC(C)C)c(=O)n2c1 (configuration not stated)
 : 2 | -0.1 | -1 | 9.5 | 1.9 | · | -1.3 | + | -8
O=C(Nc1ccccc1C(=O)NCc1ccco1)c1ccccc1
 : -2 | -1.3 | 1 | -0.1 | -0.2 | -0.4 | -4.6 | 1 | 3
CCOC(=O)C1CCCN(C(=O)COc2ccc(S(=O)(=O)N3CCOCC3)cc2)C1 (configuration not stated)
 : 1 | -1.2 | 5 | -1.2 | 2.3 | -0.4 | 0.1 | -2 | 0
O=C(O)C1Cc2ccccc2CN1C(=O)CCl (configuration not stated)
 : -4 | · | -6 | -0.3 | -1.3 | 2.9 | -3.5 | 0 | -4
CSc1nncn1/N=C/c1ccc([N+](=O)[O-])cc1
 : -2 | · | 0 | -1.2 | 0.6 | -1.2 | -4.4 | -1 | 2
CC(=O)N/C(=C\c1ccc(C)cc1)C(=O)O
 : 1 | · | 3 | -1.3 | 0.0 | 0.8 | 0.2 | 1 | 14
O=[N+]([O-])c1ccccc1/C=N\Nc1nccs1
 : 3 | -2.4 | -70 | -0.3 | -5.4 | -1.4 | 1.2 | 0 | 11
Cc1ccc(-c2cc(Cc3ccncc3)c(=O)[nH]n2)cc1
 : -2 | -0.1 | 9 | -0.8 | 0.6 | 1.2 | 0.5 | 2 | -4

For convenience, some entries already given.
Values in the order – Anthrax LF prot | BioA inh | BoNT F protease | PfHsp40 yeast | BoNT-A LC inh2 | Mtb UGM inh | FadD28 FP inh | Mtb FBA inh | GDH-TPI counter
Cc1ccc2nc3c(cc(C(=O)NCC4CCCO4)c(=N)n3CCCOC(C)C)c(=O)n2c1 (configuration not stated)
 : 2 | -0.1 | -1 | 9.5 | 1.9 | · | -1.3 | + | -8
O=C(Nc1ccccc1C(=O)NCc1ccco1)c1ccccc1
 : -2 | -1.3 | 1 | -0.1 | -0.2 | -0.4 | -4.6 | 1 | 3

Exported as labelled records: three of the compounds above.
canonical_smiles: O=C(Nc1ccccc1C(=O)NCc1ccco1)c1ccccc1
  Anthrax LF prot: -2; BioA inh: -1.3; BoNT F protease: 1; PfHsp40 yeast: -0.1; BoNT-A LC inh2: -0.2; Mtb UGM inh: -0.4; FadD28 FP inh: -4.6; Mtb FBA inh: 1; GDH-TPI counter: 3
canonical_smiles: CCOC(=O)C1CCCN(C(=O)COc2ccc(S(=O)(=O)N3CCOCC3)cc2)C1 (configuration not stated)
  Anthrax LF prot: 1; BioA inh: -1.2; BoNT F protease: 5; PfHsp40 yeast: -1.2; BoNT-A LC inh2: 2.3; Mtb UGM inh: -0.4; FadD28 FP inh: 0.1; Mtb FBA inh: -2; GDH-TPI counter: 0
canonical_smiles: O=C(O)C1Cc2ccccc2CN1C(=O)CCl (configuration not stated)
  Anthrax LF prot: -4; BioA inh: ·; BoNT F protease: -6; PfHsp40 yeast: -0.3; BoNT-A LC inh2: -1.3; Mtb UGM inh: 2.9; FadD28 FP inh: -3.5; Mtb FBA inh: 0; GDH-TPI counter: -4
